# RXFP1 ag: RXFP1 (human) receptor agonism; HEK293T-RXFP1 cAMP TR-FRET, 30 min; response scale: percent of porcine relaxin response, buffer zero; Q9HBX9; hit rate 0.3% among 370,000; AID 2676; Potency, µM (top dose mostly 57.5 µM), without a hit: at the top dose activation, actives largely listed as activators; note: % is set by controls: 0 for no effect and ±100 for the full control effect; nearly all actives have a fitted effect of over 60% in size; many of its hits are not listed in these tables
#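 HEK293T cells stably expressing RXFP1 were pretreated with the PDE4 inhibitor Ro 20174, exposed to compounds for 30 min at 37C, lysed, and cAMP was read by TR-FRET. Data normalized to buffer (basal) and 29 nM porcine relaxin (100%).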
# Vif-APOBEC3F blk: Vif-A3F binding inhibition | HeLa A3F-eYFP + Vif (tagged APOBEC3F with the HIV-1 protein that degrades it), YFP fluorescence increase | Potency, µM (doses to about 46.1 µM), without a hit: at the top dose activity, negative = active | hit rate 0.2% among 390,000 | AID 602313; note: % of control where 0% means no effect; nearly all actives have a fitted effect of over 65% in size
#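 Fluorescence increase (Ex 488/Em 500-530) after overnight compound treatment at 37 deg C flags inhibition of Vif-driven A3F-eYFP loss in stable HeLa A3F-eYFP/Vif cells seeded overnight beforehand.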
# USP1-UAF1 inh: USP1/UAF1 (human) deubiquitinase inhibition | O94782 | AID 743255 | Potency, µM (titrated, usually from 57.1 µM), without a hit: top-dose activity change, negative = inhibition, most hits filed as inhibitors | hit rate 0.23% among 390,000 | recombinant USP1/UAF1, Ub-Rhodamine cleavage fluorescence; note: % is set by controls: 0 for no effect and ±100 for the full control effect; nearly all actives have a fitted effect of over 60% in size; inactives centre near -12
#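 1 nM enzyme complex + cpd, 15 min RT; start with Ub-Rho 150nM final; kinetic fluorescence ex 480/em 540, 6 reads q60 s. Buffer 50mM HEPES pH 7.8, 0.5mM EDTA, 0.1 mg/ml BSA, 1mM TCEP, 0.01% Tween-20.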
# RGS4 inh: inhibitors of human regulator of G protein signaling 4; P49798; Transcreener GDP fluorescence polarization, RGS4-accelerated GTP hydrolysis; hit rate 0.039% among 390,000; AID 504845; Potency, µM (highest dose often 114 µM), for inactives: top-dose activity change, negative = inhibition, most hits filed as inhibitors; note: % is set by controls: 0 for no effect and ±100 for the full control effect; nearly all actives have a fitted effect of over 75% in size; some results filed as inactive show a strong effect at the top dose
# Target sequence (P49798 whole entry, looked up): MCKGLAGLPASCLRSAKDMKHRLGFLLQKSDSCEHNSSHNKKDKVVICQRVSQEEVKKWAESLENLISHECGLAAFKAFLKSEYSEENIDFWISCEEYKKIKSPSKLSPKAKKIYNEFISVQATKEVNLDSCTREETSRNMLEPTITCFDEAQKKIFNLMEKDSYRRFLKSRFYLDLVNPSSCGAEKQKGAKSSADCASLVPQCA
#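 MLSMR compounds (23 nl, pin-transferred) preincubated 10 min at room temperature with a 500nM (2x) first reagent, then RGS4 at 900nM (2x) plus Transcreener GDP mix added; fluorescence polarization (620/688 nm) read before and after 90 min at 30 °C.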
# Vif-A3G inh: Vif-A3G binding inhibition; hit rate 0.076% among 410,000; Potency, µM (doses to about 46.1 µM), inactives show at the top dose activity, negative = active, most hits filed as inhibitors; Q9HC16; HeLa A3G-eYFP + Vif (tagged APOBEC3G with the HIV-1 protein that degrades it), YFP fluorescence, overnight;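 note: % is set by controls: 0 for no effect and ±100 for the full control effect; nearly all actives have a fitted effect of over 60% in size; hits raise eYFP signal because A3G escapes Vif-driven loss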
# Target sequence (Q9HC16 whole entry, looked up): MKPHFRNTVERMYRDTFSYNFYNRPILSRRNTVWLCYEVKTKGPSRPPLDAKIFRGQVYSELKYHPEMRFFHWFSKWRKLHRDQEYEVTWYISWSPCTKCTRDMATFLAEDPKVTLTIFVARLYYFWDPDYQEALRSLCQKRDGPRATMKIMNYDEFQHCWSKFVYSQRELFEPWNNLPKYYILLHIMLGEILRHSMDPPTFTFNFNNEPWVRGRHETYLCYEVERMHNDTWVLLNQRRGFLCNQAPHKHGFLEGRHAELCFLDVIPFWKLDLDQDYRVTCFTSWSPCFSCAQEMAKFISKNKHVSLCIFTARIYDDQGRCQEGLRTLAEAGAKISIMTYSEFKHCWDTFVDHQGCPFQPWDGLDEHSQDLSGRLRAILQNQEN
#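 Read-out is eYFP fluorescence (Ex 488/Em 500-530) from Vif-expressing HeLa A3G-eYFP cells; more signal means A3G escaped Vif-mediated degradation. Cells plated overnight, compound pinned in, incubated overnight at 37 deg C.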
# mIDH1 inhibitor: blocks human mutant IDH1 R132H enzyme. Potency, µM (series often up to 76.6 µM), for inactives: at the highest dose activity change, negative = inhibition, most hits filed as inhibitors. IDH1-R132H enzyme, NADPH consumption, diaphorase/resazurin fluorescence. O75874. AID 602179. hit rate 0.093% among 390,000; note: % is set by controls: 0 for no effect and ±100 for the full control effect; nearly all actives have a fitted effect of over 65% in size
#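 IDH1-R132H (0.5 ug/mL) preincubated 30 min with compound, then NADPH (0.016 mM) and alpha-KG (2 mM) added; 80 min at RT, pH 7.5. Remaining NADPH coupled via diaphorase/resazurin to fluorescence (540/590 nm); concentration-response curves normalized to no-enzyme control.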
# 12-LOX inh: ALOX12 (human) lipoxygenase inhibition. P18054. purified 12hLO, xylenol orange hydroperoxide absorbance. Potency, µM (series often up to 108 µM), inactives show at the highest dose activity change, negative = inhibition, hits mostly inhibitors. hit rate 1.1% among 580,000. AID 1671190; note: % is set by controls: 0 for no effect and ±100 for the full control effect
#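 Hydroperoxide product was detected by ferrous iron/xylenol orange as the 573 to 405 nm absorbance ratio. Arachidonic acid at 40 uM (final) was turned over for 30 min at room temperature by 150 nM human 12hLO, pH 7.0 Hepes buffer, after 15 min compound preincubation.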
# TrxR1 inh: rat TrxR1 inhibition; recombinant rTrxR1, NADPH fluorescence consumption, selenite substrate; hit rate 1% among 390,000; O89049; Potency, µM (top dose mostly 114 µM), inactives show at the highest dose activity change, negative = inhibition, most hits filed as inhibitors; note: % is set by controls: 0 for no effect and ±100 for the full control effect; nearly all actives have a fitted effect of over 65% in size
# Target sequence (O89049 whole entry, looked up): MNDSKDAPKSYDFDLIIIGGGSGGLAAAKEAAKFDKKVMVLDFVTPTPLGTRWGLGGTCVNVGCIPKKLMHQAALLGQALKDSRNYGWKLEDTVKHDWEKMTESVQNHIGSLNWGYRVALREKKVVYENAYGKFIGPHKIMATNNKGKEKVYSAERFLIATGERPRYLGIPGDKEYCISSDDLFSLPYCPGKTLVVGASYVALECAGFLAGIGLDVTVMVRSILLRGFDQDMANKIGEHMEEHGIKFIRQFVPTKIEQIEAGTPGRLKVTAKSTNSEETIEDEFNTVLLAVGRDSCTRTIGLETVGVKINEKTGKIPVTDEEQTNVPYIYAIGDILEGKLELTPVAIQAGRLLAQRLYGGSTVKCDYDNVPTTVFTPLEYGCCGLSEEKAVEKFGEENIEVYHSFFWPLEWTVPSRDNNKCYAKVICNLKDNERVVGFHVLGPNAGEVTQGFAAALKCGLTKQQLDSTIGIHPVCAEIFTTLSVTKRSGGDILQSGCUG
#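 Rat TrxR1 (90 nM in the dispensed reagent) was pre-reduced with 400 uM NADPH for 5 min at room temperature, then incubated with compound for 15 min. After 400 uM selenite was added, NADPH fluorescence (Ex 340/Em 450 nm) was followed for 8 min.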
# TrxR1 substrate: rat thioredoxin reductase 1 substrate activity; O89049; purified TrxR1 substrate turnover, NADPH consumption readout; Potency, µM (highest dose often 114 µM), without a hit: at the top dose activity change, negative = substrate turnover; hit rate 0.01% among 390,000; AID 588456; note: % is set by controls: 0 for no effect and ±100 for the full control effect; nearly all actives have a fitted effect of over 50% in size
#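 Rat TrxR1, dispensed at 90 nM, was prereduced with 400 uM NADPH (final) for 5 min at ~22 deg C, then incubated with compound 15 min before 400 uM selenite. A first-read NADPH fluorescence drop versus no-compound background flagged substrates.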
# * hit, by the source's call; u = inconclusive; x = not tested or not shown; [ ] = another dose, or the depositor's remark. Calls come from the whole dose curve; as a rule, active = well fitted curve in the direction sought with a large enough effect; inconclusive = small, poorly fitted or top-dose-only effect, or another doubt; inactive = no such curve, though single readings can be large; an effect the other way counts as inactive or inconclusive. Potency is the fitted concentration of half-maximal effect. Only part of the results is shown, so the mix of outcomes need not match the whole.
SMILES,RXFP1 ag,Vif-APOBEC3F blk,USP1-UAF1 inh,RGS4 inh,Vif-A3G inh,mIDH1 inhibitor,12-LOX inh,TrxR1 inh,TrxR1 substrate
COC(=O)c1ccc(N2C(=O)CC(SCC(=O)Nc3ccc(OC)cc3)C2=O)cc1 (stereo not given),0.0%,-8%,-26%,-44%,-2%,-13%,u,28%,5%
COc1ccc([N+](=O)[O-])cc1NC(=O)Nc1cccc(Cl)c1,-1.2%,1%,-9%,-19%,-5%,1%,-16%,-6%,-7%
O=C1N=C(N2CCOCC2)S/C1=C\c1ccc(-c2ccccc2Cl)o1,0.7%,-2%,0%,-49%,-13%,3%,u,2%,3%
Cc1ccc(S(=O)(=O)N(C)C)cc1NC(=O)c1n[nH]c(=O)c2ccccc12,19%,17%,-3%,-13%,-17%,3%,1%,17%,-2%
COc1ccc(C(C)C)cc1S(=O)(=O)n1cnc(C)c1,-1.7%,-13%,-12%,16%,u,1%,18%,-6%[57.1 µM],4%[57.1 µM]
O=C1CC(N2CCOCC2)C(=O)N1c1cc(Cl)cc(Cl)c1 (stereo not given),-2.4%,-4%,-12%,-19%,1%,-4%,u,-5%,3%
COc1ccc(-n2cc(CNCCc3cscn3)c(-c3ccccc3Cl)n2)cc1,-2.0%,3%,-18%,-5%,0%,0%,-27%,-17%,-1%
CC1CC(C)CN(c2ncc3c(n2)CC(c2ccc(Cl)cc2)CC3=O)C1 (stereo not given),2.2%,-9%,4%,2%,-2%,-5%,13%,-3%,-2%
CC(C)N1CCC(N2CCN(Cc3cccc4nonc34)CC2CCO)CC1 (stereo not given),-0.7%,3%,-17%,-12%,0%,5%,-3%,2%[57.1 µM],8%[57.1 µM]
O=C(Nc1nnc(-c2ccc(Cl)cc2)o1)c1ccccc1Br,0.2%,-11%,-18%,3%,-4%,6%,u,-5%,-9%
COc1ccc(CCN2CC(C(=O)Nc3nccs3)CC2=O)cc1OC (stereo not given),x,-1%,-18%,-11%,5%,11%,u,22%,4%
COC(=O)CSc1nc2c(cnn2-c2ccc(Cl)cc2)c(=O)[nH]1,0.7%,3%,-11%,-19%,4%,0%,0%,2%,0%
CCOC(=O)c1c(-c2ccccc2Cl)csc1NC(=O)c1cc(S(=O)(=O)N2CCOCC2)ccc1C,3.7%,-8%,-16%,-25%,1%,7%,-18%,7%,6%
Cc1ccc(C)c(S(=O)(=O)N2CCN(c3nc(CN4CCOCC4)nc4sc(C)c(C)c34)CC2)c1,2.4%,2%,-16%,7%,-3%,16%,14%,21%,2%
COc1cccc(CNC(=O)CCn2c(=O)oc3ccccc32)c1,1.0%,-8%,-12%,-20%,0%,0%,0%,15%,6%
Cc1ccccc1Nc1nnc(SCC(=O)c2cc3ccccc3o2)s1,2.1%,4%,-14%,-13%,-4%,3%,-30%,u,-18%
Cc1c(C)c(C)c(S(=O)(=O)NCCc2ccccn2)c(C)c1C,0.0%,1%,-20%,-7%,0%,2%,2%,-1%,-6%
CCCCN(C)CCCNC(=O)C1CCN(S(=O)(=O)CCC)CC1,1.1%,-4%,-32%,5%,2%,4%,-9%,1%[57.1 µM],-6%[57.1 µM]
CCOC(=O)c1ccc(NC(=S)NCCCN2CCCC2=O)cc1,2.1%,-17%,-10%,0%,3%,-3%,-27%,11%[57.1 µM],9%[57.1 µM]
CC(Oc1ccccc1)C(=O)Nc1cc(Cl)ccc1-n1cncn1 (stereo not given),2.7%,4%,-23%,-30%,-4%,5%,-29%,4%,-4%
O=C(CCCN1C(=O)c2cccnc2C1=O)N1CC(=O)N(CCc2ccccc2)C(=O)C1,8.9%,-3%,-4%,-23%,2%,-1%,u,-8%,-7%
COC(=O)/C(=C/c1ccco1)NC(=O)c1ccc(Br)o1,0.7%,-14%,-18%,-13%,-1%,10%,-8%,u,-17%
NS(=O)(=O)c1cccc(NC(=O)c2cccc(Oc3ccccc3)c2)c1,-0.7%,9%,-9%,2%,-3%,8%,u,20%[57.1 µM],5%[57.1 µM]
CCCCSc1nnc2n(-c3ccc(OC)cc3)c(=O)c3c4c(sc3n12)COC(C(C)C)C4 (stereo not given),5.5%,-3%,1%,15%,1%,2%,-16%,-3%,-6%
COc1cccc(NC(=O)Nc2cc(NC(=O)Nc3cccc(OC)c3)c(C)nc2C)c1,0.8%,-2%,-12%,-20%,1%,4%,6%,-3%,-6%
CC(C)CNC(=O)CSc1nc2nn(-c3ccccc3)c(=O)c-2c2n1CCCCC2,0.5%,0%,-5%,-30%,-1%,3%,1%,0%[57.1 µM],-2%[57.1 µM]
COC(=O)c1c(-c2ccc(SC)cc2)sc2ccc(OC)cc12,x,0%,-16%,31%,2%,-1%[38.3 µM],-6%,32%[activator],13%
CCOc1ccc(Nc2cc(C)nc(-n3nc(C)cc3C)n2)cc1,5.6%,-3%,u,-7%,-18%,6%,1%,-11%,-12%
COc1cc(NC(=O)C2=CC(c3ccc(C)cc3)=NS(=O)(=O)N2C)cc(OC)c1OC,0.6%,1%,-16%,-12%,-1%,14%,400%[activator],7%[57.1 µM],-5%[57.1 µM]
c1cncc(-c2nc(NCc3ccco3)c3ccccc3n2)c1,-0.2%,1%,-19%,-23%,-1%,7%,-14%,-26%[57.1 µM],8%[57.1 µM]
COc1cc(OC)c(C(=O)NC23CC4CC(CC(C4)C2)C3)cc1OC,0.1%,9%,-25%,-7%,0%,-5%,14%,25%,3%
Cc1ccc(C(=O)Nc2ccc3[nH]c(=O)[nH]c3c2)c(C)c1,2.2%,-2%,-20%,-6%,-5%,14%,0%,6%,3%
COc1ccc([C@H]2C=C3CN(C(=O)OC(C)(C)C)S(=O)(=O)[C@H]3C[C@H]2OC(=O)c2cccs2)cc1,-1.2%,-8%,-31%,2%,-22%,0%,-7%,3%,2%
Nc1c(N(Cc2ccco2)C(=O)c2ccccc2F)c(=O)[nH]c(=O)n1Cc1ccccc1,0.5%,2%,-21%,-11%,-3%,-1%,-1%,6%,2%
CCN(CC)S(=O)(=O)c1ccc(Cl)c(C(=O)Nc2cc(C)nn2-c2ccccc2)c1,0.5%,1%,6%,8%,1%,4%,-17%,-11%[57.1 µM],-6%
CC1(C)CC(=O)C=C(Nc2ccc(S(N)(=O)=O)cc2)C1,0.6%,-6%,-15%,19%,0%,-3%,10%,-2%,-4%
O=C(CCn1c(=O)c2cccn2c2cccnc21)NCc1cccc(Cl)c1,16%,1%,-9%,8%,-1%,-7%,-23%,-8%,-2%
O=C(Nc1ccccc1-c1ccccc1)C1CCCC1,-0.2%,-14%,-17%,14%,u,2%,20%,12%,3%
CCOc1ccc(CCNC(=O)c2nn(C)c3c2CSc2ccc(C)cc2-3)cc1OCC,1.3%,3%,-4%,-3%,8%,0%,-19%,12%[57.1 µM],-6%[57.1 µM]
CC1(C)Oc2nc3ccccc3n2/C1=C\C#N,0.2%,-9%,-8%,-8%,-4%,1%,16%,16%,10%

# Some of the entries above, set out differently.
SMILES	RXFP1 ag	Vif-APOBEC3F blk	USP1-UAF1 inh	RGS4 inh	Vif-A3G inh	mIDH1 inhibitor	12-LOX inh	TrxR1 inh	TrxR1 substrate
COC(=O)/C(=C/c1ccco1)NC(=O)c1ccc(Br)o1	0.7%	-14%	-18%	-13%	-1%	10%	-8%	u	-17%
NS(=O)(=O)c1cccc(NC(=O)c2cccc(Oc3ccccc3)c2)c1	-0.7%	9%	-9%	2%	-3%	8%	u	20%[57.1 µM]	5%[57.1 µM]
CCCCSc1nnc2n(-c3ccc(OC)cc3)c(=O)c3c4c(sc3n12)COC(C(C)C)C4 (stereo not given)	5.5%	-3%	1%	15%	1%	2%	-16%	-3%	-6%

# Carrying on.
SMILES,RXFP1 ag,Vif-APOBEC3F blk,USP1-UAF1 inh,RGS4 inh,Vif-A3G inh,mIDH1 inhibitor,12-LOX inh,TrxR1 inh,TrxR1 substrate
CCCN(c1ccccc1F)S(=O)(=O)c1cc(-c2cc(C)no2)ccc1C,-0.7%,3%,-10%,1%,3%,-6%,-28%,24%[57.1 µM],5%[57.1 µM]
O=C1C2C3C=CC(C3)C2C(=O)N1CCN1CCN(S(=O)(=O)/C=C/c2ccccc2)CC1 (stereo not given),-0.8%,2%,-13%,2%,-4%,-3%,0%,0%[57.1 µM],3%[57.1 µM]
CCNC(=S)N1CCC(NC(=O)c2ccco2)CC1,-1.2%,-13%,-12%,-32%,1%,8%,0%,8%[57.1 µM],4%[57.1 µM]
CCN1CCN(c2ccc(S(=O)(=O)N3CCCCC3)cc2NC(=O)/C=C/c2ccc(OC)c(OC)c2)CC1,0.6%,-10%,-17%,-47%,4%,-11%,u,1%,-6%
COCCN(C(=O)COc1ccccc1C#N)c1c(N)n(Cc2ccccc2)c(=O)[nH]c1=O,1.4%,3%,-11%,13%,-1%,0%,-1%,10%,0%
Cn1c(=O)n(C)c2cc(S(=O)(=O)Nc3cc(Cl)ccc3O)ccc21,2.4%,-20%,-16%,10%,-14%,7%,-15%,14%[57.1 µM],5%[57.1 µM]
COCCNC(=O)c1cnc2sc(N3CCC(C)CC3)nn2c1=O,7.3%,3%,-25%,-7%,1%,11%,-12%,30%[57.1 µM],79%[activator][57.1 µM]

# Source: PubChem
